From PubChem
M. tuberculosis GlmU: inhibition of mycobacterial GlmU enzyme – biochemical, glucosamine-1-phosphate acetyltransferase (AID 1376). M. tuberculosis GlmU acetyltransferase enzyme assay; higher % means a stronger effect. inhibition, %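 (tested at 30 µM in the primary screen)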; hits with a dose series show IC50 in µM. hit rate 0.25% among 220,000; in the data active means inhibition above about 13%;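 further: 0% = complete reaction with vehicle and 100% = reaction without substrate; strong numbers were not always called active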
RmlCD inh 1536: M. tuberculosis RmlC/RmlD inhibition | P9WH09+P9WH11 | RmlC+RmlD coupled enzyme assay, percent inhibition; primary screen in compound mixtures | inhibition, % at 3.6 µM | hit rate 0.03% among 160,000 | AID 1533; in the data active means inhibition mostly above about 34%, no sharp cut-off; further: some results filed as inactive read as strong as hits
Target sequence (P9WH09 whole entry, looked up): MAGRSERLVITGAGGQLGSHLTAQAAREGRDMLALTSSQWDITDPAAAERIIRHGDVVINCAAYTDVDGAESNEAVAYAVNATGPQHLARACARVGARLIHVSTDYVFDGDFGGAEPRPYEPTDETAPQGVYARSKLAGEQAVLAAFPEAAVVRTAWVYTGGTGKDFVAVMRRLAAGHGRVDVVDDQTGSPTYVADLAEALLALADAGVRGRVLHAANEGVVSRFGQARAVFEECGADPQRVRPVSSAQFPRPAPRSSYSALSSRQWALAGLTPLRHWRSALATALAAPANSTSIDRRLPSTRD
Target sequence (P9WH11 whole entry, looked up): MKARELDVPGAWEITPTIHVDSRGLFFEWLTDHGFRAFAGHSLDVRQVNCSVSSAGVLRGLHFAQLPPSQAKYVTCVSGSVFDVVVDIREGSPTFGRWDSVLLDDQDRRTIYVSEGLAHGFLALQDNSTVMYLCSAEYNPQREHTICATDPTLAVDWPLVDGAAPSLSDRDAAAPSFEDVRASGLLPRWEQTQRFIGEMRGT
Starred values were filed as active, the others as inactive; / = not tested or not shown. Not all compounds are listed (hit frequency here may not be typical).

SMILES | M. tuberculosis GlmU | RmlCD inh 1536
Cc1noc(/C=C/N(C)C)c1S(=O)(=O)N1CCC(C(=O)O)CC1 | 6.6% | -6
COc1cc(/C=N/NC2=NC(C)(C)Cc3ccccc32)cc(OC)c1OC | -7.1% | 22
C=CCn1c(/N=C/c2ccc3c(c2)OCO3)nc2ccccc21 | -1.9% | /
COc1cc(/C=C/C(=O)CC(=O)/C=C/c2ccc(O)c(OC)c2)ccc1O | 2.6% | /
O=C(NCCN1CCOCC1)c1cc(S(=O)(=O)Nc2ccccc2F)c(Cl)cc1Cl | 5.0% | /
O=C(Cc1ccc(Nc2nc(=S)[nH]c3ccccc23)cc1)NC1CCCCC1 | 10% | -15
CN(Cc1ccccc1)C(=O)CCNC(=O)Cn1cnc2ccccc2c1=O | 2.9% | /
O=C(N/N=C/c1ccc[nH]1)c1ccc(O)cc1 | 8.0% | -16
COc1ccc(C)cc1NC(=O)CN(c1ccc(F)cc1)S(C)(=O)=O | -3.8% | 8
c1ccc(-c2nnc(C3CC(c4ccncc4)=NO3)o2)cc1 (configuration not stated) | -7.0% | /
C/C(=N\NC(=O)C1(C)CC1(Br)Br)c1cccc(NC(=O)C2CCC2)c1 (configuration not stated) | 0.2% | 7
O=C(CS(=O)(=O)Cc1ccccc1)NCc1ccc2c(c1)OCO2 | -2.2% | 10
Cc1ccc(C2(c3noc(CN(C)CC4CCCCO4)n3)CCCC2)cc1 (configuration not stated) | 7.8% | 5
O=S(=O)(Nc1ccc(-c2csc(-c3ccccc3)n2)cc1)c1ccccc1 | -1.3% | /
CCCSC1=NN2CCCC(=O)N=C2S1 | 1.7% | 4
COc1ccc(C2C(C#N)=C(N)Oc3n[nH]c(C)c32)cc1Cn1cc([N+](=O)[O-])cn1 (configuration not stated) | -0.8% | -4
COCCCNC(=O)c1ccc2nc3ccccc3c(=O)n2c1 | -1.7% | /
Cc1ccccc1OCCNC(=S)Nc1ccccc1 | -3.3% | 17
COCC(=O)NNC(=O)Cc1ccc(Cl)cc1 | 6.2% | -7
C=CCOc1ccc(/C(CC)=N/O)cc1OC | 6.4% | 17

5 entries out of the list, sorted by length of the SMILES, lowest first:
SMILES | M. tuberculosis GlmU | RmlCD inh 1536
C=CCOc1ccc(/C(CC)=N/O)cc1OC | 6.4% | 17
Cc1ccc(C2(c3noc(CN(C)CC4CCCCO4)n3)CCCC2)cc1 (configuration not stated) | 7.8% | 5
O=S(=O)(Nc1ccc(-c2csc(-c3ccccc3)n2)cc1)c1ccccc1 | -1.3% | /
C/C(=N\NC(=O)C1(C)CC1(Br)Br)c1cccc(NC(=O)C2CCC2)c1 (configuration not stated) | 0.2% | 7
COc1ccc(C2C(C#N)=C(N)Oc3n[nH]c(C)c32)cc1Cn1cc([N+](=O)[O-])cn1 (configuration not stated) | -0.8% | -4

More entries follow:
SMILES | M. tuberculosis GlmU | RmlCD inh 1536
CC(C)Cc1cc(C(=O)O)c2ccccc2n1 | 3.0% | /
COCC(C)NC(=O)C(C)Oc1ccccc1 (configuration not stated) | 7.3% | 9
Cc1cc(=O)oc2cc(OCc3ccc(C(=O)N4CCN(c5ccc([N+](=O)[O-])cc5)CC4)cc3)ccc12 | 4.8% | /
COc1ccc(NC(=O)C2CCCN2C(=O)OCc2ccccc2)c(OC)c1 (configuration not stated) | 6.0% | 6
CC1CCN(CC(O)COc2cccc(F)c2)CC1 (configuration not stated) | 1.3% | 51
Cc1cc(N)n(Cc2ccc(Cl)cc2)n1 | 0.4% | 10
O=C(Nc1ccc2c(c1)C(=O)NC2=O)c1ccc2ncsc2c1 | 6.0% | -14
CN(C)CCCNc1ncc(C(F)(F)F)cc1Cl | -1.1% | -9
O=C(O)CCCNC(=O)CCCn1nnc2ccccc2c1=O | 2.2% | -9
Nc1cccc2nsnc12 | 2.1% | 18

In another format: 7 of the compounds above
SMILES	M. tuberculosis GlmU	RmlCD inh 1536
CC(C)Cc1cc(C(=O)O)c2ccccc2n1	3.0%	/
COCC(C)NC(=O)C(C)Oc1ccccc1 (configuration not stated)	7.3%	9
Cc1cc(=O)oc2cc(OCc3ccc(C(=O)N4CCN(c5ccc([N+](=O)[O-])cc5)CC4)cc3)ccc12	4.8%	/
COc1ccc(NC(=O)C2CCCN2C(=O)OCc2ccccc2)c(OC)c1 (configuration not stated)	6.0%	6
CC1CCN(CC(O)COc2cccc(F)c2)CC1 (configuration not stated)	1.3%	51
Cc1cc(N)n(Cc2ccc(Cl)cc2)n1	0.4%	10
O=C(Nc1ccc2c(c1)C(=O)NC2=O)c1ccc2ncsc2c1	6.0%	-14

Further compounds follow.
SMILES | M. tuberculosis GlmU | RmlCD inh 1536
Cc1ccc(-n2c(C)nn(CC#N)c2=O)cc1 | 1.6% | 2
Cc1cc(C)nc(N2CCCC(CCC(=O)NCc3ccc(F)c(F)c3)C2)n1 (configuration not stated) | 3.0% | 3
Cc1cc(NC(=O)CSc2nc3c(cc2C#N)CCCCC3)no1 | -4.1% | 23
CN(CCO)CCC(=O)NC1(C)CS(=O)(=O)CC1S(=O)(=O)O (configuration not stated) | 11% | /
O=C(Oc1ccc2c3c(c(=O)oc2c1)CCCC3)c1ccco1 | 3.9% | 10
CS(=O)(=O)c1nc(-c2ccco2)cc(C(F)(F)F)n1 | -2.9% | /
O=[N+]([O-])c1cc(S(=O)(=O)C(F)(F)F)ccc1Sc1nc2ccccc2s1 | 2.9% | /
O=C(CSc1ccc2nnc(-c3cccnc3)n2n1)NCc1ccc2c(c1)OCO2 | -1.9% | 18
N#CCCN1CCn2c1nc1ccccc12 | -3.2% | /
Cc1cccc(Nc2ccc(C(=O)N3CCOCC3)cn2)c1 | 8.9% | /
Cc1cnn(CCC(=O)NNC(=S)Nc2cccc(Cl)c2)c1 | -0.8% | 13
Cc1nnc(NC(=O)CSc2nnc(Cc3cccn3C)n2-c2cccc(C(F)(F)F)c2)s1 | 0.3% | -11
CCc1cc(C(c2cccc(OC)c2)N2CCOCC2)c(NC(=O)c2ccccc2)s1 (configuration not stated) | 1.9% | 10
CC(=O)c1cccc(Nc2cc(C)nc3ccccc23)c1 | -2.3% | /
CC(C)CNC(=O)CC(c1ccccc1)c1c(O)ccc2ccccc12 (configuration not stated) | 2.1% | 0
Clc1ccc(CSc2nnc(-c3ccccn3)n2Cc2ccco2)c(Cl)c1 | -1.5% | -6
Cc1ccc(S(=O)(=O)N(C)c2ccccc2)cc1 | -3.0% | 7
Cc1cccc(C(=O)N2CCN(c3ccc([N+](=O)[O-])c(N4CCOCC4)c3)CC2)c1 | -1.8% | -5
CCOc1cccc(=O)c2c(C)n(C)c(C)c12 | -0.9% | 5
CCN(CCn1cccn1)C(=O)CC1C(=O)NCCN1Cc1ccc(F)c(F)c1 (configuration not stated) | -2.6% | -8
CC(NC(=O)CSc1nnc(CC(=O)Nc2ccc(Cl)c(Cl)c2)n1C)c1ccccc1 (configuration not stated) | 1.0% | -3
CCOc1cc(/C=N/OC(C)=O)ccc1OCc1ccccc1 | 1.9% | /
Fc1ccc(OCc2nn3cnnc3s2)cc1 | 18%* | -11
COc1cccc(CN2CCNC(=O)C2CC(=O)NCCn2nc(C)cc2C)c1OC (configuration not stated) | -1.4% | /
O=C(CC12CC3CC(CC(C3)C1)C2)N1CCOCC1 | -2.2% | /
NC(=O)CN1C2CCC1CC(NC(=O)C1CC1)C2 (configuration not stated) | 2.4% | 10
COc1ccc(/C=C/C(=O)OCC(=O)NCc2cccs2)cc1OC | -3.8% | -2
O=C(Nc1ccc2oc(-c3cccnc3)nc2c1)c1cccnc1 | 4.4% | 28
Cc1ccc(NS(=O)(=O)c2ccc(N3C(=O)CCC3=O)cc2)cc1 | 5.2% | -7
CCCN(CCC)CCNc1c(N2CCN(C(=O)OCC)CC2)c(=O)c1=O | -3.4% | -7
O=C(O)CCc1ccc(-c2ccccc2)n1NC(=O)c1cccs1 | 3.8% | -8
COc1ccc(NC(=O)CC(C(=O)O)N2CCCCC2)cc1 (configuration not stated) | / | 4
O=C(NOC(=O)c1ccccc1Cl)c1cccs1 | 1.1% | -2
COc1cc(OC)cc(C(=O)NC2CC3CCC(C2)N3Cc2ccco2)c1 (configuration not stated) | -6.7% | 10
CCOC(=O)c1cc(C#N)c(Nc2ccccc2OC)nc1C(F)(F)F | 0.4% | -9
Cc1ccc(SCC2=NNC(=O)C2)cc1 | -0.3% | -7
COc1ccc(NC(=O)/C(=C\c2ccncc2)NC(=O)c2ccccc2)cc1 | -0.6% | 3
COc1ccc(CN2CC(C(=O)NCCCOC(C)C)CC2=O)cc1 (configuration not stated) | -1.4% | -5
Nc1cc(C(=O)c2ccccc2)ccc1[N+](=O)[O-] | -1.6% | 7
CCOC(=O)N1CCC(N2C(=O)c3ccc(C(=O)NCc4ccco4)cc3C2=O)CC1 | -2.9% | /
COc1ccc(/C=C/C(=O)O)cc1COc1cccc(C)c1 | 0.9% | 8
CC(=O)Nc1cnn(Cc2ccc(Br)cc2)c1 | 2.2% | -8
CCCCn1nnc(NC(=O)c2ccco2)n1 | -0.1% | -1
CC(C)CCN(CCC(C)C)C(=O)Cc1c(O)c2ccccc2[nH]c1=O | -2.5% | 3
COc1cc(C(=O)Nc2cccc(C)c2C)c(Br)c(OC)c1OC | -4.7% | -10
C=CCN=C1SC(CC)C(=O)N1S(=O)(=O)c1ccc(C)cc1 (configuration not stated) | 1.8% | -5
COCCCNc1nc2ccccc2nc1NS(=O)(=O)c1ccc(C)cc1C | -5.4% | /
CCN1CCN(C(c2cccs2)C(C)NC(=O)NC2CCCCC2)CC1 (configuration not stated) | 2.9% | -9
CCOc1ccc(-c2nc(-c3ccc(OC)c(OC)c3)no2)cc1OCC | 4.9% | /
Cc1ccc(NC2=C(Cl)C(=O)N(C3CCCCC3)C2=O)cc1 | -1.6% | /

Remaining list, next part:
SMILES | M. tuberculosis GlmU | RmlCD inh 1536
S=C(Nc1cccnc1)Nc1cccc2cnccc12 | -1.4% | 5
O=C(CN(C(=O)Cn1nnc(-c2cccs2)n1)c1ccc2c(c1)OCCO2)NC1CCCCC1 | -0.7% | -6
Cc1csc(SCC(=O)c2cc(C)n(Cc3cccs3)c2C)n1 | -4.2% | /
Nc1cc(N)nc(SCC(=O)c2ccccc2)n1 | 2.8% | /
O=C(N/N=C/c1ccc(Br)s1)Nc1ccccc1 | -1.0% | -18
Cc1ccc(S(=O)(=O)N2CCC(=O)N(CCOCc3ccc(Cl)cc3)CC2)cc1 | 0.4% | /
COc1ccc(-c2c(C(F)(F)F)[nH]n3c(=O)cc(-c4ccccc4)nc23)cc1 | 4.7% | 8
CN(C)S(=O)(=O)Oc1ccc(Cl)cc1C(=O)Nc1cccc(C(F)(F)F)c1 | -3.8% | 0
Cc1ccc(-n2c(=O)c3sccc3n(Cc3cc(=O)n4ccccc4n3)c2=O)cc1F | 7.6% | -15
CCCn1c(SCC(=O)c2ccc3c(c2)OCCO3)n[nH]c1=O | 9.4% | 1
CC(NC(=S)Nc1ccc(OC(F)F)c(Cl)c1)C(C)(C)C (configuration not stated) | -5.8% | 28
Cc1ccccc1C(=O)Nc1ccc(Br)cn1 | 7.9% | 0
Cc1ccc2c(c1)cc(CN(CCc1ccccc1)C(=O)N1CCOCC1)c1nnnn12 | 1.9% | 7
Cc1ccc(C)c(N2CCN(C(=O)c3ccc(CS(=O)(=O)c4ccccc4C)o3)CC2)c1 | 2.6% | 8
Cc1c(NS(=O)(=O)c2cccc(C(=O)OCC(=O)N(C)C3CCCCC3)c2)c(=O)n(-c2ccccc2)n1C | 3.4% | -12
O=C(NCC(=O)N(CCN1CCOCC1)C(C(=O)NC1CCCC1)c1cccs1)c1ccco1 (configuration not stated) | 3.0% | /
Cc1ccc(C(=O)N/C(=C\c2cn(C)c3ccccc23)C(=O)OCCN(C)C)cc1 | -1.0% | -8
CCOc1ccc(C(=O)Nc2cccc(SC)c2)cc1 | 6.0% | -10
COCCNc1nc2nonc2nc1N1CCC(N(C)C)C1 (configuration not stated) | 16% | -6
COc1ccc(-n2nc([N+](=O)[O-])c(=NCCCN3CCCC3=O)n2O)cc1 | 4.2% | 5

One compound at a time, from the list above:
Listed for Cc1ccc(C)c(N2CCN(C(=O)c3ccc(CS(=O)(=O)c4ccccc4C)o3)CC2)c1 → M. tuberculosis GlmU = 2.6%; RmlCD inh 1536 = 8
Listed for COCCNc1nc2nonc2nc1N1CCC(N(C)C)C1 (configuration not stated) → M. tuberculosis GlmU = 16%; RmlCD inh 1536 = -6

(continued)
SMILES | M. tuberculosis GlmU | RmlCD inh 1536
Cc1ccnc(N2CCC(C(=O)NNC(=O)c3ccccc3C)CC2)n1 | 5.0% | -4
O=C(NC1CCCC1)c1cnc2n(c1=O)CCS2 | 0.5% | 4
O=C(NCc1cccs1)c1ccc(N2CCCCC2)nc1 | 6.3% | /
Cc1ccc2nc(SCc3ccc([N+](=O)[O-])cc3)[nH]c2c1 | -3.1% | /
C=CCN(C(C)=O)C1CC(=O)N(c2ccc(OCCC)cc2)C1=O (configuration not stated) | 2.4% | 12
COc1cc(C(=O)n2nc(C)cc2C)cc(OC)c1OC | 0.1% | -1
Cc1cc(C(F)F)n2ncc(C(=O)NCc3ccccc3)c2n1 | 1.4% | -8
O=C(Nc1ccc(C(=O)NC2CCCCC2)cc1)c1cccnc1 | 1.5% | 6
COc1ccc(OC)c(C2NC(=O)NC(C)=C2C(=O)Nc2ccc(C)cc2)c1 (configuration not stated) | -6.0% | /
O=C(CNC(=O)c1ccc(F)cc1)Nc1ccccc1C(F)(F)F | -3.0% | /
CSCCC(NC(=O)c1ccc(Cl)cc1)C(=O)OCC(C)=O (configuration not stated) | 2.3% | -7
CC(C)C(Sc1nc(-c2ccccc2)cc(-c2ccccc2)c1C#N)C(=O)O (configuration not stated) | 6.6% | -11
O=C(Nc1nnc(C(F)(F)F)s1)c1ccc(Br)s1 | -1.5% | -8
